Compound activity deposited in PubChem BioAssay by National Center for Advancing Translational Sciences (NCATS).
RXFP1 antagonist = antagonists of human relaxin receptor RXFP1. Q9HBX9. HEK293-RXFP1, relaxin-stimulated cAMP HTRF, 30 min; active compounds read low. activity change, negative = inhibition, % at 57.5 µM. hit rate 0.59% among 350,000. AID 1259400;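 active = activity change of -60% or lower, but not beyond a set lower limit; inconclusive = change between -60% and -40%, or beyond the set limit; inactive = change above -40%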; note: % is set by controls: 0 for no effect and ±100 for the full control effect
D2 potentiator = positive allosteric modulators of human D2 dopamine receptor; hit rate 0.34% among 340,000; HEK293 T-REx D2, calcium flux, EC20 dopamine potentiation; AID 485347; P14416; potentiation, % at 10 µM;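 active = potentiation over 3 SD above the plate norm, cut at about 30% in these data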; note: 0% is about no effect
Target sequence (P14416 whole entry, looked up): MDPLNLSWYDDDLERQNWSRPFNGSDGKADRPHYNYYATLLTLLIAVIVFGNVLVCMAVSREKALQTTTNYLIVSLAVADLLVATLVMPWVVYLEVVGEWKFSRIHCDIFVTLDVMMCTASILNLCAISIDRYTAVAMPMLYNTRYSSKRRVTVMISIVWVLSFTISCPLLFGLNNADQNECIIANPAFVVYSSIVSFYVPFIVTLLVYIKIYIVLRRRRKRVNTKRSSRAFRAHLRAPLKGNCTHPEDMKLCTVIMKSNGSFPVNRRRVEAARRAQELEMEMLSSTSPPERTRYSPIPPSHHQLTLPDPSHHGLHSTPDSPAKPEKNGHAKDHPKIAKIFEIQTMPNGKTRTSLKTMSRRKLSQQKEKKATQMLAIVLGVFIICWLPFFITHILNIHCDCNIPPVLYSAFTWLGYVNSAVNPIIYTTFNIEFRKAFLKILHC
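Potentiation of an EC20 dopamine calcium response is measured in a force-coupled, tetracycline-inducible Hek293 Trex D2 line. Compound-only kinetic reads over 180 s flag agonists before dopamine addition.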
RXFP1 agonist = RXFP1 (human) receptor agonism. HEK293T-RXFP1 cAMP TR-FRET, 30 min; response scale: percent of porcine relaxin response, buffer zero. hit rate 0.3% among 370,000. AID 2676. Potency, µM (series often up to 57.5 µM), for the others: at the top dose activation, usual class: activators. Q9HBX9; note: potency is the fitted concentration of half-maximal effect; % is set by controls: 0 for no effect and ±100 for the full control effect; nearly all actives have a fitted effect of over 60% in size; many of its hits are not listed in these tables
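HEK293T cells stably expressing RXFP1 were pretreated with the PDE4 inhibitor Ro 20174, exposed to compounds for 30 min at 37C, lysed, and cAMP was read by TR-FRET. Data normalized to buffer (basal) and 29 nM porcine relaxin (100%).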
D1 ag = human D1 receptor agonism | activation, % at 2 µM | hit rate 1% among 360,000 | HEK293 T-REx D1 cells, calcium flux, agonist mode; in the data active = activation above about 30%; note: 0% is about no effect
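Tetracycline-induced HEK293 TREx D1 cells, force-coupled to calcium signalling, were dye-loaded with a no-wash calcium kit. Compound was pin-added after a 10 s baseline. Fluorescence was read kinetically at 1 cycle/s for 180 s, with calcium rises flagged as agonism.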
Vif-A3G inh = inhibitors of Vif-APOBEC3G interaction; Q9HC16; hit rate 0.076% among 410,000; HeLa A3G-eYFP + Vif (tagged APOBEC3G with the HIV-1 protein that degrades it), YFP fluorescence, overnight; Potency, µM (top dose mostly 46.1 µM), inactives show at the highest dose activity, negative = active, hits mostly inhibitors;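 note: potency is the fitted concentration of half-maximal effect; % is set by controls: 0 for no effect and ±100 for the full control effect; nearly all actives have a fitted effect of over 60% in size; hits raise eYFP signal because A3G escapes Vif-driven loss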
Target sequence (Q9HC16 whole entry, looked up): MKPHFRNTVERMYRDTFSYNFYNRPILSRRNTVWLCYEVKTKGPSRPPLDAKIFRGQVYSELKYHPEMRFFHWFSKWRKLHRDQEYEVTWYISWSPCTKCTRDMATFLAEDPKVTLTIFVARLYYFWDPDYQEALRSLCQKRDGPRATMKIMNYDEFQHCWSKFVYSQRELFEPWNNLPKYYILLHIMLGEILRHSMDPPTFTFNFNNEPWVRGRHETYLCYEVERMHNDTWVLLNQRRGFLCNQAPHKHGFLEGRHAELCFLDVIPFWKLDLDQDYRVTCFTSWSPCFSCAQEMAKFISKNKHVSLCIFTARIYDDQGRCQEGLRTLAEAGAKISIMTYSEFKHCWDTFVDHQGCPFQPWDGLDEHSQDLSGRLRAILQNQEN
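Read-out is eYFP fluorescence (Ex 488/Em 500-530) from Vif-expressing HeLa A3G-eYFP cells; more signal means A3G escaped Vif-mediated degradation. Cells plated overnight, compound pinned in, incubated overnight at 37 deg C.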
D1 antagonist = antagonists of human D1 dopamine receptor; HEK293 TREx D1 cells, calcium flux, dopamine EC80; active compounds read low; activity change, negative = inhibition, % at 10 µM; hit rate 3.2% among 360,000; in the data active = activity change below about -30%; note: % is set by controls: 0 for no effect and ±100 for the full control effect
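Using tetracycline-induced force-coupled D1 Hek293 cells and a calcium dye, signals were followed for 180 s after compound, then for 180 s after EC80 dopamine, to detect inhibitors.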
Glioma ERSR ind = ER stress response induction in glioma; U87-MG GRP78 promoter luciferase reporter, 16 h; hit rate 0.02% among 420,000; Potency, µM, without a hit: top-dose activation, most hits filed as activators; note: potency is the fitted concentration of half-maximal effect; series mostly up to about 76 µM; % of control where 0% means no effect; nearly all actives have a fitted effect of over 35% in size
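Stably transfected U87-MG human glioma cells carrying a GRP78-based luminescent sensor were seeded at 1000 cells/well, pin-dosed with compounds and incubated 16 h. Luciferase reagent was then added, and end-point luminescence was read after 10 min at room temperature.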
Vif-APOBEC3F blk = blocks the Vif interaction with APOBEC3F; HeLa A3F-eYFP + Vif (tagged APOBEC3F with the HIV-1 protein that degrades it), YFP fluorescence increase; Potency, µM (doses to about 46.1 µM), for inactives: at the highest dose activity, negative = active; hit rate 0.2% among 390,000; AID 602313; note: potency is the fitted concentration of half-maximal effect; % of control where 0% means no effect; nearly all actives have a fitted effect of over 65% in size
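HeLa cells stably expressing Vif plus C-terminally eYFP-tagged A3F were seeded, incubated overnight at 37 deg C, dosed with compound, incubated overnight again at 37 deg C. Yellow fluorescence (Ex 488/Em 500-530) reported blocked Vif-mediated A3F-eYFP degradation.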
D1 PAM = enhances dopamine response at the human D1 receptor; P21728; potentiation, % at 10 µM; hit rate 0.036% among 360,000; AID 504651; HEK293 TREx D1 cells, calcium flux, dopamine EC20 potentiation; in the data active = potentiation above about 30%; note: 0% is about no effect
An asterisk follows results filed as active; ? = inconclusive; . = not tested or not shown; & = joins results of further samples. Unless noted, calls come from the whole dose curve; as a rule, active = well fitted curve in the direction sought with a large enough effect; inconclusive = small, poorly fitted or top-dose-only effect, or another doubt; inactive = no such curve, though single readings can be large; an effect the other way counts as inactive or inconclusive. Only part of the results is shown; rates above refer to the full screens.

nr	Structure	RXFP1 antagonist	D2 potentiator	RXFP1 agonist	D1 ag	Vif-A3G inh	D1 antagonist	Glioma ERSR ind	Vif-APOBEC3F blk	D1 PAM
1	COc1cc(NC(=O)CN(C)S(=O)(=O)c2ccc3c(c2)CCCC(=O)N3)cc(OC)c1OC	.	-8	-3.6%	1	4%	2	-2%	5%	1
2	O=C(COC(=O)c1cccc(-n2cnnn2)c1)c1ccccc1	-2	-5	0.2%	1	0%	3	0%	2%	2
3	Cc1ccccc1-n1c(=S)[nH]c2nc3c(cc2c1=O)CCCC3	-31	0	-1.0%	0	0%	10	-8%	0%	-2
4	Cc1nc2ccccc2n1CCC(=O)Nc1cccc(F)c1	-4	5	-1.0%	9	-4%	-16	0%	-1%	-7
5	N#Cc1ccc(COC(=O)c2ccccn2)cc1	.	-3	2.5%	1	.	14	.	.	-4
6	CCc1cccc(CC)c1NC(=O)C1CN(S(=O)(=O)c2ccccc2)CCN1S(=O)(=O)c1ccccc1 (configuration not stated)	-1	-2	-2.0%	5	0%	-12	-4%	0%	-9
7	CC1CN(C(=O)COC(=O)c2ccc(Cl)c(N)c2)CC(C)O1 (configuration not stated)	-2	-3	3.5%	4	4%	-6	0%	-9%	-6
8	COc1ccc(OC)c2sc(NC(=O)c3ccc(S(=O)(=O)N4CCOCC4)cc3)nc12	-12	-3	3.8%	0	1%	1	-5%	0%	-1
9	CCc1nnc(NC(=O)CSc2nnc(-c3ccco3)n2CCOC)s1	-19	4	11%	1	-3%	-6	-4%	-1%	-8
10	NC(=O)CCN1CCC(c2nc3ccccc3s2)CC1	7	-12	1.8%	2	-1%	24	-4%	-20%	-2
11	C=CCn1c(SCC(=O)Nc2ccc3c(c2)CCC3)nc2ccccc2c1=O	12	-8	-0.2%	3	-3%	-3	-4%	5%	6
12	CCC1(C)N=c2c(c(=O)n(C)c(=O)n2C)=NO1 (configuration not stated)	-2	7	1.5%	1	-1%	10	-6%	1%	-2
13	CCOc1ccc(CCNC(=O)c2ccc3c(c2)N(Cc2ccccc2)C(=O)c2ccccc2S3=O)cc1OCC (configuration not stated)	.	.	2.4%	6	-1%	0	-1%	1%	-2
14	Cc1cccc(C(=O)Nc2nnc(-c3cccnc3)o2)c1	-11	4	3.2%	0	-5%	-15	-2%	-18%	-12
15	COc1ccc2c(c1)CCc1c(C(=O)Nc3c(C)nn(Cc4ccc(Cl)c(Cl)c4)c3C)noc1-2	-3	22	4.4%	19	15%	-4	-2%	1%	1
16	CN(C(=O)COn1nnc2ccc(Cl)cc21)C1CCS(=O)(=O)C1 (configuration not stated)	2	.	.	.	2%	.	1%	-5%	.
17	Cc1nn(-c2ccccc2)c(Cl)c1C(=O)OC(C)C(=O)Nc1ccc2c(c1)OCO2 (configuration not stated)	2	-6	-0.4%	0	2%	-71*	-3%	2%	7
18	O=C(Nc1cc(Cl)ccc1N1CCCC1)C1=NN(c2ccccc2)C(=O)CC1	10	3	-0.8%	-1	0%	13	0%	17%	0
19	COCc1cc(Sc2ccc(Cl)cc2)nc(-c2ccccc2)n1	-1	10	1.0%	6	-5%	26	-8%	-3%	1
20	O=C(CNC(=O)c1ccc(Br)o1)Nc1cccc(S(=O)(=O)N2CCCC2)c1	-18	20	-0.8%	0	-1%	2	1%	-9%	-11
21	O=C(Nc1nnc(C2=COCCO2)o1)c1ccc(Cc2ccccc2)cc1	-65*	-9	0.0%	1	0%	14	-2%	2%	-4
22	COCCCn1c(=S)[nH]c(C)c(C)c1=O	-8	10	0.8%	3	0%	-1	0%	1%	-1
23	CCOC(=O)c1c(NC(C)=O)sc(C(=O)NC2CCCC2)c1C	-6	11	1.8%	1	-1%	-4	-5%	9%	4
24	CC1(C)CC(NC(=O)C23CCC(C)(/C(=N/O)C2)C3(C)C)CC(C)(C)N1 (configuration not stated)	-6	2	-0.2%	3	-1%	-1	-1%	-4%	1
25	Cc1ccc(C)c(CN2CCC(CNC(=O)C(CC(C)C)N3Cc4ccccc4C3=O)CC2)c1 (configuration not stated)	-22	-17	3.0%	15	3%	16	-1%	-1%	-3
26	COc1cccc(-c2ccc(NC(=O)C3CCCN(Cc4cccc(C)n4)C3)cc2)c1 (configuration not stated)	-2	.	.	.	-9%	.	-2%	?	.
27	Cc1ccc(N2CC(C(=O)OCC(=O)Nc3ccccc3F)CC2=O)cc1 (configuration not stated)	3	16	0.1%	1	0%	2	-1%	8%	0
28	O=C1C=C(c2cc(F)ccc2F)C[C@@H](c2ccc(Cl)cc2)C1	.	2	2.3%	4	-7%	10	2%	5%	0
29	CCCCn1cnc2c([nH]c3cc(OC)ccc32)c1=O	-30	12	-2.0%	-2	-8%	-15	4%	-17%	1
30	O=C(CCc1nc2ccccc2c(=O)[nH]1)NNC(=O)c1ccc(F)cc1	-9	.	0.2%	1	-8%	20	0%	3%	0
31	O=C(CNC1CCCC1)Nc1ccc(N2CCCCCC2)cc1	-8	8	-0.6%	20	5%	2	-2%	-18%	1
32	COc1ccccc1CNS(=O)(=O)c1ccc(NC(C)=O)cc1	3	.	0.0%	2	0%	-1	0%	3%	-6
33	C/C(CCCO)=N/Nc1ccc([N+](=O)[O-])cc1[N+](=O)[O-]	1	4	0.8%	18	0%	-5	-2%	4%	-2
34	Cn1cc(C(=O)NCc2ccccc2Cl)c(=O)c2cc(S(=O)(=O)N3CCCCCC3)ccc21	-8	0	6.3%	2	-1%	11	-1%	2%	4
35	Cc1ccc(C(=O)NCC2(c3ccccc3)CCCC2)cc1	-5	-10	0.2%	-1	0%	-16	6%	-10%	-12
36	C#CCSc1nc2sc3c(c2c(=O)n1Cc1ccccc1)CCCC3	.	0	-0.3%	3	0%	36	-1%	2%	1
37	COc1cc2c(cc1NC(=O)C(C)NCc1ccccc1)oc1ccccc12 (configuration not stated)	-15	-7	-2.8%	11	-4%	-20	1%	-1%	-9
38	COc1ccc(CN2C(=O)NC3(CCCC3)C2=O)cc1F	11	2	1.2%	3	3%	-20	-2%	-17%	-1
39	COc1ccc(S(=O)(=O)Nc2ccccc2OC)cc1NC(=O)CC1CC2CCC1C2 (configuration not stated)	2	4	1.9%	1	-1%	-21	-7%	4%	-3
40	O=C(O)c1cccnc1-c1ncccc1C(=O)O	-11	4	-1.5%	8	5%	-5	-6%	1%	-3
41	O=C(CN1C(=O)NC2(CCCCC2)C1=O)N1CCN(S(=O)(=O)c2cccc(F)c2)CC1	6	-2	-2.8%	7	1%	-9	-3%	1%	4
42	N#C/C(=C\c1ccccc1)C(=O)NCCN1CCOCC1	-9	.	2.2%	1	2%	-4	-3%	0%	6
43	O=C(NCCc1ccc(F)cc1)c1cc(-c2ccncc2)nc2ccccc12	.	-2	1.2%	0	.	6	.	.	2
44	CCc1cccc2c1NC(=O)C2(O)CC(=O)c1cccs1 (configuration not stated)	0	-1	3.5%	3	0%	4	-2%	-8%	-1
45	COc1ccc(OCC(=O)N/N=C/c2ccc(O[C@@H]3O[C@H](CO)[C@@H](O)[C@H](O)[C@H]3O)cc2)cc1	-7	12	0.5%	2	-2%	7	-2%	-4%	-4
46	COc1cccc(N2CCN(C(=O)C3CCCN(S(=O)(=O)c4cnc[nH]4)C3)CC2)c1 (configuration not stated)	.	7	0.7%	3	-1%	-10	-1%	10%	-5
47	CC(=O)c1ccc(C(=O)N2CCc3c([nH]c4ccccc34)C2c2ccccn2)s1 (configuration not stated)	-2	-10	-2.0%	1	-16%	-31*	-2%	-3%	-2
48	C[N+](C)(C)CC=O	.	-2	-0.2%	-1	-3%	13	-5%&1%	0%	-1
49	NC(=O)Nc1ccc(C(=O)OCC(=O)Nc2sccc2C(N)=O)cc1	-4	9	0.2%	3	0%	-22	0%	-8%	-1
50	Cc1cc(C)c2nc3s/c(=C/c4ccc5c(c4)n(C)c(=O)n5C)c(=O)n3c2c1	.	.	0.6%	1	.	-18	.	.	-2
51	CC(C)c1nnc(NC(=O)c2cccc(-n3cnnn3)c2)s1	7	-2	2.6%	0	-1%	2	-1%	0%	3
52	O=[N+]([O-])c1ccc(S(=O)(=O)NCC(c2ccco2)N2CCc3ccccc3C2)cc1 (configuration not stated)	-15	1	0.4%	2	-4%	-10	-2%	2%	-3
53	CC1CCN(Cc2nc(-c3ccc(Cl)cc3)no2)CC1	-8	-5	0.5%	3	-2%	1	6%	12%	-1
54	CCOC(=O)C1CCCN(C(=O)c2cc(=O)c3ccccc3o2)C1 (configuration not stated)	6	0	1.8%	4	1%	1	-3%	-5%	-3
55	CC(C)(C)CC(=O)NCCc1csc(-c2ccccc2)n1	-9	-6	0.0%	2	0%	1	4%	3%	-3
56	CNC(=S)N(CCCN(C)C)Cc1cc2cc3c(cc2[nH]c1=O)OCCO3	-2	-9	1.1%	-1	2%	12	-2%	2%	8
57	Cc1ccc(NC(=S)Nc2ccc3[nH]c(=O)[nH]c3c2)cc1C	10	11	-0.4%	2	3%	-16	0%	?	3
